HIV fusion peptide = inhibitors of HIV fusion peptide binding, primary screen, biochemical, uHTS, fluorescence dequenching (AID 1986) | cell-free peptide binding, fluorescence dequenching, 30 min; higher % means a stronger effect | inhibition, % at 20 µM; hits with a dose series show IC50 in µM | 0.3% of 290,000 active; in the data active = inhibition mostly above about 52%, no sharp cut-off; inactive = mostly below about 76%; also: some results filed as inactive read as strong as hits
KOR beta-arrestin-1 = KOR agonists, beta-arrestin recruitment, primary screen, cell-based, luminescence, uHTS (AID 1777); KOR beta-arrestin recruitment, luminescence; higher % means a stronger effect; Kappa-type opioid receptor (Homo sapiens); 0.02% of 280,000 active; one-dose activation, % at 10 µM; EC50 in µM for titrated hits; in the data active = activation above about 50%, passing the limit was not always enough; also: a part of the inactive calls stands beside numbers as strong as those of hits
NOD1 inhibition = NOD1 signaling inhibitors, primary screen, cell-based, luminescence, uHTS (AID 1578); NOD1-driven NF-kB luciferase reporter cells, luminescence; higher % means a stronger effect; one-dose inhibition, % at 4 µM; EC50 in µM for titrated hits; 1% of 290,000 active; in the data active = inhibition mostly above about 36%, no sharp cut-off; inactive = mostly below about 34%;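 also: HEK-293T reporter cells stimulated with the NOD1 agonist gamma-tri-DAP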
Myeloid diff 2 = induction of myeloid progenitor differentiation, primary screen, cell-based, flow cytometry, MLPCN library; ER-HoxA9 myeloid progenitors, lysozyme-GFP differentiation; AID 624256, 2012; calls only at 10 µM; 1% of 360,000 active;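 active = normalized GFP-positive differentiation at or above the plate's own cutoff, the solvent-only control mean plus 3 SD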;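 also: cells exposed to compound for four days before flow analysis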
SIAH1 antagonists = Siah-1 peptide-binding antagonists, primary screen, biochemical, fluorescence polarization, rhodamine-plectin, uHTS (AID 1817). E3 ubiquitin-protein ligase SIAH1 (Homo sapiens). Siah-1 / rhodamine-plectin peptide fluorescence polarization; higher % means a stronger effect. one-dose displacement, % at 20 µM; IC50 in µM for titrated hits. 0.02% of 290,000 active;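 active = displacement of at least 50% at 20 µM, with a fluorescence ratio check between 0.3 and a set limit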;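 also: plate controls were Siah plus tracer with DMSO for no effect and tracer alone without Siah for full effect; strong numbers were not always called active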
PhoP inhibition = inhibitors of PhoP regulon expression, primary screen, Salmonella Typhimurium, GFP reporter (AID 1863). S. Typhimurium PhoP-regulated promoter GFP reporter, 4 h; higher % means a stronger effect. inhibition, % at 50 µM; hits with a dose series show IC50 in µM. 0.16% of 300,000 active;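 active = inhibition over 29.93%, a cutoff 3 SD above the screen mean, later confirmed by dose response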;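 also: 0% = low Mg2+ inducing control and 100% = high Mg2+ repressing control; strong numbers were not always called active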
NOD2 inhibition = NOD2 signaling inhibitors, cell-based, luminescence, uHTS, HEK293 (AID 1566) | HEK293 NOD2/NF-kB luciferase reporter, luminescence; higher % means a stronger effect | inhibition, % at 4 µM; hits with a dose series show EC50 in µM | 0.63% of 290,000 active; also: many of its hits are not listed in these tables
KOR beta-arrestin-2 = KOR antagonists, beta-arrestin recruitment, cell-based, luminescence, uHTS (AID 1778) | 0.091% of 290,000 active | KOR beta-arrestin recruitment, luminescence, antagonist mode; higher % means a stronger effect | one-dose inhibition, % at 10 µM; IC50 in µM for titrated hits; also: strong numbers were not always called active
LYP inhibition = inhibitors of LYP phosphatase, biochemical, fluorescence intensity, uHTS (AID 1779); recombinant LYP phosphatase, fluorescence intensity; higher % means a stronger effect; inhibition, % at 11.5 µM; hits with a dose series show IC50 in µM; Tyrosine-protein phosphatase non-receptor type 22 (Homo sapiens); 0.054% of 290,000 active;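 also: plate controls were vehicle with enzyme for no effect and no enzyme for full effect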
Myeloid diff 2 GFP+ MAC1+ % = also measured in Myeloid diff 2; calls as there; GFP+ MAC1+ double positive, %; measured here: differentiation confirmed by MAC1 staining
Numbers without * were called inactive; i = inactive; nt = not tested or not shown; [ ] = remark or other dose. Rule as the data show it, unless noted: active = inhibition above about 50%; inactive = the rest. Only part of the results is shown; count on the stated rates, not on these rows.

SMILES	HIV fusion peptide	KOR beta-arrestin-1	NOD1 inhibition	Myeloid diff 2	Myeloid diff 2 GFP+ MAC1+ %	SIAH1 antagonists	PhoP inhibition	NOD2 inhibition	KOR beta-arrestin-2	LYP inhibition
O=C(NC1CCCCCCC1)c1cc(COc2ccc3ncccc3c2)on1	0.7%	4.7%	44%*	i	0.0	1%	-4%	45%	-37%	3%
CC1CCCC(C)N1C(=O)Cn1cnc2cc([N+](=O)[O-])ccc2c1=O (stereo not given)	-1.3%	-4.6%	-12%	i	0.2	1%	-8%	15%	15%	1%
Cc1ccccc1NC(=O)CC1SC(=O)N(c2ccccc2)C1=O (stereo not given)	7.6%	-1.0%	-11%	i	0.7	-6%	-21%	3%	-19%	-3%
CC(=O)NC12CC3CC(C1)CC(C(=O)N1CCN(S(=O)(=O)c4cccc(F)c4)CC1)(C3)C2	-0.4%	3.0%	-49%	i	0.6	10%	4%	-19%	-14%	-8%
Cc1cc2c(Nc3ccc(C(=O)O)cc3)ncnc2s1	-1.0%	0.8%	-12%	i	0.5	0%	3%	-2%	-3%	-6%
N=C(N)SCc1ccccn1	-1.9%	-4.2%	10%	i	0.7	-6%	-3%	-2%	1%	-3%
O=C(Nc1ccc2c(c1)OCO2)C1CCN(C(=O)c2ccc(Cl)cc2)CC1	-2.1%	2.1%	-22%	i	0.1	-4%	2%	1%	-10%	-1%
CCN(CC(=O)Nc1ccc(C)c(F)c1)CC(=O)NC(C)(C)C	-1.2%	1.0%	-32%	i	0.2	7%	-1%	0%	-14%	-4%
CC(C)Oc1ccc(/C=N/NC(=O)c2nnn(-c3nonc3N)c2CN(C)C2CCCCC2)cc1	0.1%	6.1%	-18%	i	0.4	5%	1%	9%	-148%	-7%
Cn1c(=O)c(=O)n(C)c2cc(S(=O)(=O)NCCOc3ccccc3Cl)ccc21	1.0%	3.4%	-20%	i	0.1	7%	4%	6%	15%	-4%
Cc1c(C#N)c(N=CN(C)C)c(C(=O)c2ccc(Br)cc2)n1-c1ccccc1	2.3%	-4.6%	0%	i	6.4	-2%	-7%	17%	25%	0%
Cc1ccc(N2CCN(S(=O)(=O)N3CCOCC3)CC2)cc1C	0.4%	15%	-31%	i	0.3	2%	-7%	2%	4%	3%
O=C(Nc1ccc2c(c1)oc1ccccc12)c1ccncc1	0.7%	-1.4%	-16%	i	0.0	2%	-9%	10%	1%	-5%
CCN1CCN(C(=O)CCc2nnc(CCc3ccc(OC)cc3)o2)[C@@H](C)C1=O	-0.1%	3.9%	-26%	i	0.8	-3%	1%	-2%	-14%	-5%
COC(=O)c1cc(C(=O)OC)[nH]n1	-1.9%	1.7%	21%	i	0.3	-8%	-7%	-2%	3%	-12%
CC(=O)Nc1ccc(OCC(=O)NCc2ccc3c(c2)OCO3)cc1	0.7%	-0.9%	-24%	i	0.3	4%	7%	4%	-4%	-5%
CCOC(=O)/C=C/COc1ccccc1[N+](=O)[O-]	-0.5%	1.8%	-8%	i	0.2	7%	-6%	-21%	-1%	-1%
Cc1ccsc1/C=N/n1cnnc1	1.4%	-0.8%	-6%	i	0.6	16%	1%	18%	-23%	-8%
CN(Cc1ccccc1NS(=O)(=O)c1ccc(Cl)cc1)C1CCCCC1	0.1%	-4.3%	-9%	i	0.1	-3%	-6%	10%	1%	-9%
CCS(=O)(=O)N1CCN=C1SCc1cccc(F)c1	0.1%	-1.4%	10%	i	0.3	3%	-11%	8%	29%	-12%
Cc1nc(N2CCN(C(c3ccccc3)c3ccccc3)CC2)nc2c1C(=O)CCC2	-0.9%	3.6%	-22%	nt	nt	0%	nt	11%	7%	7%
COC(=O)C1=C(C)OC(N)=C(C#N)C1c1ccc(OC)c(OC)c1OC (stereo not given)	3.1%	-6.2%	-9%	i	1.0	9%	-8%	6%	34%	-7%
O=C(CN1CCN(Cc2ccccc2)CC1)N/N=C/c1ccccc1F	-0.1%	-1.0%	6%	i	0.2	-7%	4%	-21%	-11%	-6%
COc1ccc(CCN2C(=O)CS/C2=N\NC(=O)c2cccs2)cc1OC	-1.4%	nt	-24%	i	0.3	-8%	-9%	-3%	-6%[20 µM]	-2%
O=C(N/N=C/c1cccnc1)c1cc(-c2ccccc2OCc2ccccc2)n[nH]1	0.1%	1.3%	21%	i	0.7	5%	7%	-12%	-26%	1%

Random excerpt: three records from the list
SMILES	HIV fusion peptide	KOR beta-arrestin-1	NOD1 inhibition	Myeloid diff 2	Myeloid diff 2 GFP+ MAC1+ %	SIAH1 antagonists	PhoP inhibition	NOD2 inhibition	KOR beta-arrestin-2	LYP inhibition
O=C(Nc1ccc2c(c1)OCO2)C1CCN(C(=O)c2ccc(Cl)cc2)CC1	-2.1%	2.1%	-22%	i	0.1	-4%	2%	1%	-10%	-1%
O=C(CN1CCN(Cc2ccccc2)CC1)N/N=C/c1ccccc1F	-0.1%	-1.0%	6%	i	0.2	-7%	4%	-21%	-11%	-6%
COC(=O)c1cc(C(=O)OC)[nH]n1	-1.9%	1.7%	21%	i	0.3	-8%	-7%	-2%	3%	-12%

The listing continues.
SMILES	HIV fusion peptide	KOR beta-arrestin-1	NOD1 inhibition	Myeloid diff 2	Myeloid diff 2 GFP+ MAC1+ %	SIAH1 antagonists	PhoP inhibition	NOD2 inhibition	KOR beta-arrestin-2	LYP inhibition
CC(=O)c1ccc(NC(=S)N2CCN(c3ccccn3)CC2)cc1	-0.3%	-1.7%	-2%	i	0.4	3%	1%	9%	-4%	-10%
CN(CCCN1CCCCC1)C(=O)c1cc(COc2ccc(F)cc2F)on1	0.0%	7.5%	-40%	i	0.0	-1%	4%	18%	-9%	-14%
C#CCn1c2ccccc2c2nc3ccccc3nc21	1.3%	-3.9%	-15%	i	0.2	3%	9%	-8%	32%	-10%
CC(=O)NNC(=O)c1csc(-c2csc(C)n2)n1	1.6%	2.8%	-6%	i	0.9	7%	-7%	16%	-8%	-7%
Cc1ccccc1-n1cnnc1SCC(=O)Nc1cccnc1Cl	-0.9%	3.4%	-10%	i	0.7	3%	2%	5%	-33%	-10%
COCCn1c(N)c(N(Cc2ccccc2)C(=O)CN2C(=O)NC(C)(c3ccccc3)C2=O)c(=O)[nH]c1=O (stereo not given)	0.4%	-2.3%	-10%	i	4.6	2%	-3%	0%	29%	-9%
CCc1ccc(NC(=O)CNS(=O)(=O)c2c(C)noc2C)cc1	-0.3%	-3.0%	5%	i	1.0	-2%	0%	22%	-2%	-9%
COc1cc(/C=N/NC(=O)CCn2cnc(-c3ccccc3)c2-c2ccccc2)ccc1O	-1.5%	-6.0%	-20%	i	1.0	8%	17%	19%	24%	5%
Cc1cc(NC(=O)C2CC2)ccc1NC(=O)c1cccs1	-0.1%	0.1%	-12%	i	0.4	13%	2%	-1%	9%	-8%
COc1ccccc1N1CCN(/N=C(\C)c2ccc(O)cc2)CC1	-0.6%	0.2%	-21%	i	0.3	0%	0%	4%	-16%[20 µM]	-11%
Cc1ccc2[nH]c(-c3ccccc3)c(CN(C)C)c(=O)c2c1	8.6%	3.9%	7%	i	2.0	-3%	2%	-17%	17%	-6%
COc1ccc(Cn2c(=O)c3[nH]cnc3n(-c3ccccc3C)c2=O)cc1	1.9%	1.8%	10%	i	1.5	-1%	-5%	5%	-14%	-4%
CCN(CC)S(=O)(=O)c1ccc2nc(NC(=O)c3cccs3)sc2c1	1.2%	0.6%	-28%	i	0.0	0%	-5%	-52%	0%	4%
Cc1cc(N2CCN(S(=O)(=O)c3ccc4ccccc4c3)CC2)n2ncnc2n1	-0.8%	2.7%	-21%	i	0.5	4%	-2%	0%	2%[20 µM]	-1%
COc1cc(NS(=O)(=O)c2ccc(NC(=O)NC3CCCCC3)cc2)nc(OC)n1	3.1%	-4.1%	-24%	i	6.0	2%	8%	13%	-14%	-2%
CC1CC(C)CN(C(=O)Cn2c(=O)n(CCCCC(=O)NCc3ccco3)c(=O)c3ccccc32)C1 (stereo not given)	-1.0%	-7.3%	1%	i	1.5	1%	0%	10%	23%	3%
CCOC(=O)C1(CCc2ccccc2)CCN(C(=O)[C@@H]2C[C@@H](C)NC(=S)N2)CC1	-0.2%	0.7%	-30%	i	0.4	-3%	-7%	0%	8%	0%
CCCN(CCC)S(=O)(=O)c1ccc(C(=O)Nc2nc3c(s2)CCc2ccccc2-3)cc1	0.8%	-2.6%	-15%	i	0.8	1%	-6%	12%	4%	-2%
O=C(Nc1nc2c(ccc3ccccc32)s1)c1ccco1	1.2%	-2.3%	-6%	i	0.6	5%	-2%	-54%	15%	2%
COc1ccccc1C(=O)NN1C(=O)C2C3C=CC(O3)C2C1=O (stereo not given)	-2.9%	3.1%	nt	i	0.5	0%	-10%	9%	-12%	-2%
CCN(CC)c1ccc(C(=S)NCc2ccccc2)cc1	-0.9%	1.4%	-32%	i	0.2	1%	2%	-15%	15%	13%
Cc1cc(Cl)c(S(=O)(=O)NC2CCCC2)cc1OCC(N)=O	0.9%	4.3%	-14%	i	1.1	0%	1%	2%	-3%	-12%
CCCn1c(N2CCN(C(=O)N3CCCCC3)CC2)nc2ccccc21	1.5%	-7.0%	-18%	i	0.1	4%	2%	1%	-15%	-5%
COc1cccc(CN2CCN(C(=O)Nc3ccc([N+](=O)[O-])cc3)CC2)c1	1.0%	6.5%	12%	i	0.1	-3%	1%	32%	-12%	6%
O=C(NC1CCCCC1)N1CCN(c2ccccc2)CC1	3.7%	-8.0%	4%	i	1.1	24%	-1%	14%	13%	-8%
COc1ccc(NC(=O)C2CCCN2C(=O)Oc2ccccc2)cc1 (stereo not given)	-1.5%	-4.0%	0%	i	0.2	2%	-10%	9%	-11%[20 µM]	-6%

Complete entries as entered above. Screens in order: HIV fusion peptide, KOR beta-arrestin-1, NOD1 inhibition, Myeloid diff 2, Myeloid diff 2 GFP+ MAC1+ %, SIAH1 antagonists, PhoP inhibition, NOD2 inhibition, KOR beta-arrestin-2, LYP inhibition
Shown for Cc1ccc2[nH]c(-c3ccccc3)c(CN(C)C)c(=O)c2c1 → 8.6%, 3.9%, 7%, i, 2.0, -3%, 2%, -17%, 17%, -6%
Shown for CCOC(=O)C1(CCc2ccccc2)CCN(C(=O)[C@@H]2C[C@@H](C)NC(=S)N2)CC1 → -0.2%, 0.7%, -30%, i, 0.4, -3%, -7%, 0%, 8%, 0%
Shown for Cc1cc(Cl)c(S(=O)(=O)NC2CCCC2)cc1OCC(N)=O → 0.9%, 4.3%, -14%, i, 1.1, 0%, 1%, 2%, -3%, -12%

Screening results deposited in PubChem by several laboratories.
